# Assay outcomes: PubChem BioAssay, National Center for Advancing Translational Sciences (NCATS)
# ERG-DNA inh: ERG Ets/DNA interaction inhibition; Potency, µM (highest dose often 76.9 µM), without a hit: at the top dose FP activity, negative = inhibition, hits mostly inhibitors; 370,000 compounds, 0.028% hits; fluorescence polarization, His-ERG Ets domain / labelled DNA; P11308; active = well fitted inhibition curve with a large enough effect in the polarisation, with a control signal flat; inconclusive = small, poorly fitted or top-dose-only effect, or effect the other way, or a change in a side signal; inactive = no such curve, though single readings can be large or run the other way; the % refers to the polarisation;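 note: polarization taken with two DNA probes labelled with fluorescein and Texas red; potency is the fitted concentration of half-maximal effect; % of control where 0% means no effect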
# Target sequence (P11308 whole entry, looked up, the tested form may be a part): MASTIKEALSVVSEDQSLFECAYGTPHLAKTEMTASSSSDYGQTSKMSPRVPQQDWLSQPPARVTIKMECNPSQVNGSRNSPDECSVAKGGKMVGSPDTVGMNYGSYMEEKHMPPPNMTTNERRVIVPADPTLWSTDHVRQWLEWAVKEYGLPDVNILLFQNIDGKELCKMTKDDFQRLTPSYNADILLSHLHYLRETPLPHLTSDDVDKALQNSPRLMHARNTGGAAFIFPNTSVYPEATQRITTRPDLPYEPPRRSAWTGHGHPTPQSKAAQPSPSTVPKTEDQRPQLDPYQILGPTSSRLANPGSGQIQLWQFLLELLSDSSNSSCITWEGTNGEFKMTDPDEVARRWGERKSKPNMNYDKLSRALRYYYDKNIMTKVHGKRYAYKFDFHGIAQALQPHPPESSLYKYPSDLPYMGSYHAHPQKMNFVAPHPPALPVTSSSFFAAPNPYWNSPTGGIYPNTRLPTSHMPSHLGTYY
#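 His-tagged ERG Ets domain (1 uM in the protein solution; 300mM KCl, 50mM Tris-HCl, 1mM EDTA, 1mM DTT, pH 7.5) received compound, then a probe mix of 5 nM fluorescein-DNA and 100nM Texas-615-DNA. Fluorescence polarization was read for both dyes.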
# RGS4 inhibitor: inhibitors of human regulator of G protein signaling 4; Transcreener GDP fluorescence polarization, RGS4-accelerated GTP hydrolysis; Potency, µM (series often up to 114 µM), for the others: at the highest dose activity change, negative = inhibition, most hits filed as inhibitors; P49798; 390,000 compounds, 0.039% hits; note: potency is the fitted concentration of half-maximal effect; % is set by controls: 0 for no effect and ±100 for the full control effect; nearly all actives have a fitted effect of over 75% in size; some results filed as inactive show a strong effect at the top dose
# Target sequence (P49798 whole entry, looked up): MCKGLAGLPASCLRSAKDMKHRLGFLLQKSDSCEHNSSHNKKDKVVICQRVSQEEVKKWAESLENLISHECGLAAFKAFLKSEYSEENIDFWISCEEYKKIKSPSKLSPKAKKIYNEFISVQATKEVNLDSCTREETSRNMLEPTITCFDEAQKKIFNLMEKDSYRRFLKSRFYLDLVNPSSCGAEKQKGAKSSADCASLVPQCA
#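 MLSMR compounds (23 nl, pin-transferred) preincubated 10 min at room temperature with a 500nM (2x) first reagent, then RGS4 at 900nM (2x) plus Transcreener GDP mix added; fluorescence polarization (620/688 nm) read before and after 90 min at 30 °C.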
# D2 agonist: agonists of human D2 dopamine receptor. HEK293 T-REx D2 cells, calcium flux agonist mode. activation, % at 2 µM. 340,000 compounds, 0.53% hits. P14416;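 active = activation over 3 SD above normal in the single-dose calcium agonist read, cut at about 30% in these data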; note: 0% is about no effect
#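 Tetracycline-induced HEK293 Trex cells with D2 receptor force-coupled to calcium signaling, plated overnight at 30 C and loaded with no-wash calcium dye. Calcium flux read kinetically for 180 s after compound addition; responses flag agonists.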
# D2 antagonist: D2 dopamine receptor (human) antagonism; P14416; HEK293 TREx D2 cells, calcium flux, dopamine EC80; inhibition, % at 10 µM; 340,000 compounds, 2% hits; AID 485344; in the data active = inhibition above about 30%; note: 0% is about no effect
#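 Read-out: kinetic calcium fluorescence (1 cycle/s) in inducible HEK293 T-REx D2 cells after an EC80 dopamine addition that followed 180 s compound preincubation. Loss of the dopamine response indicates antagonism.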
# Vif-A3G inh: Vif-A3G binding inhibition. AID 602310. Potency, µM (series often up to 46.1 µM), for inactives: top-dose activity, negative = active, hits mostly inhibitors. HeLa A3G-eYFP + Vif (tagged APOBEC3G with the HIV-1 protein that degrades it), YFP fluorescence, overnight. 410,000 compounds, 0.076% hits;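 note: potency is the fitted concentration of half-maximal effect; % is set by controls: 0 for no effect and ±100 for the full control effect; nearly all actives have a fitted effect of over 60% in size; hits raise eYFP signal because A3G escapes Vif-driven loss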
# Target sequence (Q9HC16 whole entry, looked up): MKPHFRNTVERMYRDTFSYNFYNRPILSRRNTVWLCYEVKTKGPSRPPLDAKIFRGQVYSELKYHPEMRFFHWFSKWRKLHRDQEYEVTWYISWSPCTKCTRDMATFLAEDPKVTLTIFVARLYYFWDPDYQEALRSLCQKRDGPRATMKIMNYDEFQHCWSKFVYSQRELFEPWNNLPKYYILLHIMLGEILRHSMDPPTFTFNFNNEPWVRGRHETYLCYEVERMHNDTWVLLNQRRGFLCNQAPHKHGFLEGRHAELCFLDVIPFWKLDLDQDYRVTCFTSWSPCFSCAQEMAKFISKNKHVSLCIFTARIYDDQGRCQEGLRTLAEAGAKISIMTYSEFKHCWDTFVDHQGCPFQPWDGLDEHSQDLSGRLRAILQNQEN
#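 HeLa cells stably expressing Vif and C-terminally eYFP-tagged A3G, seeded overnight at 37 deg C, then exposed to compound by pintool overnight at 37 deg C. Rise in yellow fluorescence (Ex 488/Em 500-530, Acumen) marks blocked Vif-driven A3G degradation.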
# LDHA block: inhibitors of human lactate dehydrogenase A; purified LDHA, NADH/diaphorase-resazurin fluorescence; active compounds read low; P00338; AID 1347041; 480,000 compounds, 0.15% hits; activity change, % (values are at about 110 or 230 µM); in the data active = activity change below about -30%; inconclusive = mostly about -25% to -30%;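 note: plate controls were DMSO wells for no effect and wells without enzyme for full effect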
#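 LDH5 2 nM; NADH 0.06 mM, pyruvate 0.2 mM; 200 mM Tris pH 7.4, EDTA, Tween-20; 5 min RT. Detection: diaphorase 0.133 mg/mL + resazurin 37 µM, fluorescence ex540/em590 at 0 and 20 min; normalized to enzyme-free and DMSO wells.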
# ALOX12 inh: ALOX12 (human) lipoxygenase inhibition; Potency, µM (titrated, usually from 108 µM), inactives show top-dose activity change, negative = inhibition, most hits filed as inhibitors; AID 1671190; P18054; purified 12hLO, xylenol orange hydroperoxide absorbance; 580,000 compounds, 1.1% hits; note: potency is the fitted concentration of half-maximal effect; % is set by controls: 0 for no effect and ±100 for the full control effect
#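 Purified human 12hLO (150 nM final) in 25 mM Hepes, 0.01% Triton X-100, pH 7.0 was preincubated 15 min at room temperature with compound. Then 40 uM arachidonic acid was added, 30 min. Hydroperoxide was read by Fe-XO absorbance ratio 573/405 nm.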
# Glioma ERSR ind: ER stress response induction in glioma; U87-MG GRP78 promoter luciferase reporter, 16 h; Potency, µM, inactives show at the top dose activation, hits mostly activators; 420,000 compounds, 0.02% hits; AID 602332; note: potency is the fitted concentration of half-maximal effect; series mostly up to about 76 µM; % of control where 0% means no effect; nearly all actives have a fitted effect of over 35% in size
#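 ERSR induction read as luciferase luminescence (Bright-Glo, 10 min at room temperature) in stably transfected human U87-MG glioma cells exposed to compounds for 16 h, using GRP78 as sensor.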
# Vif-A3F inh: inhibitors of Vif-A3F interaction. HeLa A3F-eYFP + Vif (tagged APOBEC3F with the HIV-1 protein that degrades it), YFP fluorescence increase. Potency, µM (titrated, usually from 46.1 µM), for inactives: at the highest dose activity, negative = active. 390,000 compounds, 0.2% hits. AID 602313; note: potency is the fitted concentration of half-maximal effect; % of control where 0% means no effect; nearly all actives have a fitted effect of over 65% in size
#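 Fluorescence increase (Ex 488/Em 500-530) after overnight compound treatment at 37 deg C flags inhibition of Vif-driven A3F-eYFP loss in stable HeLa A3F-eYFP/Vif cells seeded overnight beforehand.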
# An asterisk follows results filed as active; i = inactive; ? = inconclusive; / = not tested or not shown; & = joins results of further samples; [ ] = dose if it differs, or a comment. Unless noted, calls come from the whole dose curve; as a rule, active = well fitted curve in the direction sought with a large enough effect; inconclusive = small, poorly fitted or top-dose-only effect, or another doubt; inactive = no such curve, though single readings can be large; an effect the other way counts as inactive or inconclusive. An excerpt; rates above refer to the full screens.
cpd	compound	ERG-DNA inh	RGS4 inhibitor	D2 agonist	D2 antagonist	Vif-A3G inh
1	COc1cc(NC(=O)c2cc(C)nc3ccccc23)cc(OC)c1OC	9%	-23%	-0.3	0	-9%
2	CCc1nn2c(=O)cc(COC(=O)Cc3ccccc3)nc2s1	3%	-2%	0.5	/	5%
3	OCCSc1ncnc2c1oc1ccccc12	-9%	0%	0.8	7	-1%
4	Cc1ccc(N/N=C/C=C/c2ccco2)cc1	-1%	-24%	/	/	-19%
5	COc1ccccc1CC(=O)NN1C(=O)c2ccccc2C1=O	-4%	1%	-0.2	-1	0%
6	Cc1ccc(CNCC2CCCO2)o1 (stereo not given)	-10%	-8%[56.9 µM]	-0.6	9	-1%
7	Cc1ccc(OCC(=O)NC2CCSc3ccccc32)cc1 (stereo not given)	16%	-11%	-0.1	2	-2%
8	CCOc1cccc(Nc2nn(-c3ccc(OC(F)(F)F)cc3)nc2C(C)=O)c1	0%	-12%	1.4	/	3%
9	Cc1ccc(CNC(=O)CSCc2cccc(F)c2)cc1	-18%	?	/	/	-7%
10	O=C(CNC(=O)c1ccc2c(=O)n3c(nc2c1)CCC3)Nc1ccc(F)c(F)c1	7%	-17%	-0.3	5	0%
11	Cc1ccn2c(Nc3ccc(C(C)C)cc3)c(-c3ccsc3)nc2c1	-1%	-6%	0.2	/	-2%
12	N#C/C(C(=O)N1CCCCC1)=C1/N=C(NC(=O)c2ccc(F)cc2)c2ccccc21	3%	5%	0.1	15	1%

cpd	LDHA block	ALOX12 inh	Glioma ERSR ind	Vif-A3F inh
1	9&9	-15%&10%	3%	5%
2	2	-9%	-1%	9%
3	-5	0%	4%	2%
4	-1	?	4%	-12%
5	-5	26%	-4%	-2%
6	-3	0%	-5%	1%
7	0	1%	10%	-2%
8	3	-3%	-2%	0%
9	-2	-7%	13%	1%
10	-1	17%	-4%	-12%
11	-3	-21%	-1%	-2%
12	-2	-15%	-5%	-2%

# Looked up one by one from the list above, 2 records:
cpd	compound	ERG-DNA inh	RGS4 inhibitor	D2 agonist	D2 antagonist	Vif-A3G inh
8	CCOc1cccc(Nc2nn(-c3ccc(OC(F)(F)F)cc3)nc2C(C)=O)c1	0%	-12%	1.4	/	3%
4	Cc1ccc(N/N=C/C=C/c2ccco2)cc1	-1%	-24%	/	/	-19%

cpd	LDHA block	ALOX12 inh	Glioma ERSR ind	Vif-A3F inh
8	3	-3%	-2%	0%
4	-1	?	4%	-12%

# The results go on.
cpd	compound	ERG-DNA inh	RGS4 inhibitor	D2 agonist	D2 antagonist	Vif-A3G inh
13	CCCCc1nnc(NC(=O)CCc2ccccc2)s1	-7%	19%	-0.6	-3	0%
14	Cc1ccc2cc3c(NS(=O)(=O)c4cccc5nonc45)nn(CC(C)C)c3nc2c1	10%	-6%[11.4 µM]	-0.4	-46	0%
15	Cc1cccc(-c2n[nH]c(S(C)(=O)=O)c2C#N)c1	-14%	-4%	0.2	3	0%
16	Cc1ccc(NC(=O)CSc2nc(C)c(C)c(C)n2)c([N+](=O)[O-])c1	0%	3%	-0.1	3	1%
17	CCOc1cc(CNn2cnnc2)cc(Br)c1OCC(=O)NC1CCCCC1	6%	22%	-0.9	12	0%
18	O=C(COC(=O)c1ccc[nH]c1=O)Nc1ccc(S(=O)(=O)N2CCCC2)cc1	10%	2%	-0.4	-5	-4%
19	COCCCNS(=O)(=O)c1ccc(S(=O)(=O)N2CCCC2)cc1	-14%	-32%	0.7	-2	6%
20	Cc1oc(-c2ccc(Cl)cc2)nc1CS(=O)CC(=O)NCc1ccccc1 (stereo not given)	-5%	-7%	-0.5	-7	-1%
21	O=C(Oc1coc(CSc2ncccn2)cc1=O)c1cccc([N+](=O)[O-])c1	5%	-3%	-0.3	-21	0%
22	CCC1CCCCN1c1nc2c(C=O)c(C)nn2c2ccccc12 (stereo not given)	13%	-5%	-2.0	5	-3%
23	CC(=O)C1=C(C)NC(SCC(N)=O)=C(C#N)C1CC(C)C (stereo not given)	-4%	?	-0.6	5	2%
24	NC(=O)[C@@H]1CCCN1C(=O)c1ccc2oc(CCc3ccccc3)nc2c1	-5%	10%	0.2	12	-1%

cpd	LDHA block	ALOX12 inh	Glioma ERSR ind	Vif-A3F inh
13	-9	19%	2%	0%
14	-8	0%	6%	-8%
15	-2	88%[activator]	-2%	-2%
16	-13	-24%	-2%	-9%
17	-4	-1%	-4%	4%
18	2	-10%	4%	-4%
19	-7	0%	-4%	4%
20	0&0	-1%&-23%	-4%	1%
21	5	?	2%	-16%
22	-4	-23%	-2%	13%
23	-1	2%	-4%	9%
24	-8	0%	4%	-19%

cpd	compound	ERG-DNA inh	RGS4 inhibitor	D2 agonist	D2 antagonist	Vif-A3G inh
25	COc1ccc(NC(=S)N(CCc2nc3cc(C)c(C)cc3[nH]2)Cc2cccnc2)cc1	-22%	-29%	-0.4	21	0%
26	CCCc1cc(=O)n2[nH]c(C)c(-c3ccccc3OC)c2n1	/	/	/	/	1%
27	Fc1cccc(Nc2nc3ccccc3n3nnnc23)c1	-7%	22%	0.2	-2	?
28	FC(F)(F)c1ccc(N2CCN(c3cc(-c4ccccc4)nc4ncnn34)CC2)nc1	/	2%	0.1	-13	1%
29	COc1cc2ccccc2cc1C(=O)N1CC(C)OC(C)C1 (stereo not given)	11%	-28%	/	/	0%
30	Cc1c(C(=O)N2CCCCC2)c(S(=O)(=O)N2c3ccccc3CC2C)c(C)n1C (stereo not given)	-9%	-37%[56.9 µM]	0.3	6	-6%
31	O=C(CCC(=O)N1CCSc2ccccc21)NC1CCCCC1	5%	-1%	-0.2	6	1%
32	O=C(COc1nc2ccccc2nc1N1CCOCC1)Nc1ccc(S(=O)(=O)N2CCCC2)cc1	12%	-39%	-0.6	-9	-5%
33	COC(=O)C(C(=O)Nc1cccc(C)n1)C1CCCCCC1 (stereo not given)	-10%	30%	0.1	-7	0%
34	CCN(CC)S(=O)(=O)c1c(Br)cc(C)cc1Br	0%	5%	0.5	-10	0%
35	Cc1ccc(S(=O)(=O)CCC(=O)Nc2nc(-c3ccncc3)cs2)cc1	-1%	-2%	/	/	0%
36	C=CCNC(=O)COC(=O)c1oc2ccccc2c1CSC1CCCCC1	-9%	-20%	-0.6	-10	0%

cpd	LDHA block	ALOX12 inh	Glioma ERSR ind	Vif-A3F inh
25	-4	-8%	-3%	-4%
26	2	2%	-4%	0%
27	-8	9%	-5%	?
28	-2	15%	3%	-13%
29	-3	-4%	1%	4%
30	-1&-5	?	-1%	2%
31	2	39%	-2%	4%
32	-7	-15%	-3%	7%
33	-6	-15%	-4%	1%
34	4	2%	-6%	-1%
35	-10	-1%	-6%	5%
36	-2	0%	-3%	12%

# Two compounds from above, limited to D2 antagonist:
No.	Structure	D2 antagonist
31	O=C(CCC(=O)N1CCSc2ccccc21)NC1CCCCC1	6
32	O=C(COc1nc2ccccc2nc1N1CCOCC1)Nc1ccc(S(=O)(=O)N2CCCC2)cc1	-9

# Following part
cpd	compound	ERG-DNA inh	RGS4 inhibitor	D2 agonist	D2 antagonist	Vif-A3G inh
37	COc1ccc(-c2nc(SCC(=O)Nc3ccccc3)c(-c3ccc(F)cc3)[nH]2)cc1OC	-2%	-31%	1.3	/	-2%
38	CO/N=C/c1cc([N+](=O)[O-])ccc1Sc1ccc(C)cc1	2%	-14%	0.8	9	-7%
39	O=C(NCC1COc2ccccc2O1)c1ccc(NC(=O)C2CCCO2)cc1 (stereo not given)	-7%	-30%[56.9 µM]	1.4	-15	-1%
40	COc1ccc(NC(=O)Cc2ccccc2)cn1	-1%	1%	-0.3	5	-2%
41	CC(=O)n1cc([C@@H]2C=C(C(=O)N3CCOCC3)O[C@H](OCCCCO)C2)c2ccccc21	0%	-5%	-0.2	12	-8%
42	CN(CC(=O)NCC1CCCO1)S(=O)(=O)c1ccc(Br)cc1 (stereo not given)	3%	-16%	1.2	-2	1%
43	Cn1cc(-c2csc(C(O)c3ccccc3)n2)cn1 (stereo not given)	/	/	/	/	-3%
44	O=C(NCc1ccc2c(c1)OCO2)c1cccc(F)c1	-10%	-14%	-0.2	-18	-8%
45	O=C(NCCCN1CCCC1=O)C(=O)NCC1OCCN1S(=O)(=O)c1cc(F)ccc1F (stereo not given)	/	/	/	/	3%
46	COc1ccc(NC(=O)c2nnn(-c3ccc(C(C)C)cc3)c2C)c(OC)c1	7%	-1%	1.0	/	0%
47	CN(CC(=O)Nc1ccc(F)c(F)c1F)C(=O)C1COc2ccccc2O1 (stereo not given)	4%	?	/	/	0%
48	COc1ccccc1NS(=O)(=O)c1ccc2oc(SC3CCOC3=O)nc2c1 (stereo not given)	-3%	-26%	1.8	8	-10%
49	O=C(NCCc1csc2nc(-c3cccc(F)c3)nn12)c1ccc(Br)o1	2%	-6%	-1.2	/	-6%

cpd	LDHA block	ALOX12 inh	Glioma ERSR ind	Vif-A3F inh
37	12	-19%	-6%	-11%
38	6	-22%	1%	-1%
39	-5	-18%	8%	0%
40	3	12%	-1%	-20%
41	-2	-5%	-2%	4%
42	-2	i	-4%	-8%
43	-1	12%	0%	/
44	-4	?	2%	-2%
45	2	4%	-4%	-1%
46	-18	-20%	-2%	-3%
47	-5	23%	-4%	-1%
48	1	/	5%	0%
49	-4	-29%	-1%	2%
